# Bioassay records (PubChem)
# LRH-1 inv ag – inverse agonists of human LRH-1 (NR5A2); O00482; inhibition, % at 3.6 µM; HEK293T StAR-luciferase reporter, LRH-1 transfected, 24 h; hit rate 0.13% among 360,000;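 active = inhibition above the mean inhibition of all tested compounds plus 3 SD, cut at about 73% in these data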;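 also: 0% = DMSO wells and 100% = reporter-only cells lacking LRH-1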
# NCOA3 inh – human NCOA3 inhibition. Q9Y6Q9. HEK293 GAL4-SRC3 luciferase reporter, luminescence. inhibition, % at 3.6 µM. hit rate 0.17% among 360,000. AID 588352;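 active = inhibition above a per-campaign cutoff, the mean of all compounds plus 3 SD, cut at about 60% in these data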;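 also: 0% = DMSO-treated cells and 100% = gossypol-treated cells at 36 µM; higher means less SRC3-driven luciferase light from the GAL4 reporter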
# TWEAK Fn14 block – blocks TWEAK-Fn14 interaction in a reporter cell assay; hit rate 2% among 360,000; AID 1159606; inhibition, % at 10 µM; TWEAK-stimulated Fn14 reporter cells, luciferase luminescence, 8 h; in the data active = inhibition above about 50%
# KKLEB cytotox – reduces viability of KKLEB cystic fibrosis airway cells; activity change (cytotoxicity), % at 5 µM; KKLEB CF airway cells viability, ATPlite luminescence, overnight; stronger effect = lower value; cells stimulated with P. aeruginosa culture filtrate; hit rate 0.36% among 360,000;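 active = corrected activity change at or below -50% at 5 µM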
# CF NFkB block – inhibitors of cystic fibrosis induced NF-kB | AID 588850 | inhibition, % at 5 µM | hit rate 0.86% among 360,000 | KKLEB NF-kB-GFP reporter, PAF-induced, GFP fluorescence overnight;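 active = at least 50% inhibition at 5 µM, scaled per plate between neutral and stimulator controls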;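 also: PAF is a Pseudomonas aeruginosa culture filtrate used as stimulus; plate controls were PAF-stimulated DMSO wells for no effect and unstimulated DMSO wells for full effect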
# TROY signal inh – TROY signaling inhibition; hit rate 0.98% among 360,000; inhibition, % at 10 µM; Q293 LMP1-TROYcd NF-kB luciferase reporter, 4 h;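 active = compounds whose plate-normalised and pattern-corrected inhibition of the luciferase reporter signal at the single screening dose is 50% or more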
# SRC2 inh – inhibits human steroid receptor coactivator 2 | hit rate 0.17% among 370,000 | Q15596 | HEK293 GAL4-SRC2 luciferase reporter, luminescence | inhibition, % at 9 µM;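 active = inhibition above the mean inhibition of all tested compounds plus 3 SD, set per campaign, cut at about 52% in these data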;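 also: 0% = DMSO treated cells and 100% = cells given Gossypol at 36 µM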
# NR2F2 inh – inhibitors of human COUP-TFII (NR2F2) | hit rate 0.7% among 370,000 | inhibition, % at 8.6 µM | P24468 | HEK293T NGFI-A luciferase reporter, luminescence;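 active = inhibition above a per-plate cutoff, mean inhibition of test wells between control levels plus 3 SD, cut at about 38% in these data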;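 also: cells cotransfected with COUP-TFII expression vector driving the NGFI-A reporter; 0% = median of COUP-TF2 test wells and 100% = reporter-only cells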
# LMP1 NFkB inh – Epstein-Barr LMP1 NF-kappaB reporter inhibition; LMP1-induced NF-kappaB luciferase reporter cells, luminescence; inhibition, % at 12.5 µM; hit rate 0.69% among 350,000; in the data active = inhibition above about 41%;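 also: 0% = neutral control wells and 100% = reference inhibitor control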
# SRC1 inh – human NCOA1 inhibition; Q15788; HEK293 GAL4-SRC1 luciferase reporter, luminescence; inhibition, % at 3.6 µM; hit rate 0.12% among 360,000;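 active = inhibition above the campaign mean plus 3 SD, with each screening campaign given its own cutoff, cut at about 60% in these data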;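 also: 0% = DMSO treated cells and 100% = gossypol at 36 µM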
# Target sequence (Q15788 whole entry, looked up, the tested form may be a part): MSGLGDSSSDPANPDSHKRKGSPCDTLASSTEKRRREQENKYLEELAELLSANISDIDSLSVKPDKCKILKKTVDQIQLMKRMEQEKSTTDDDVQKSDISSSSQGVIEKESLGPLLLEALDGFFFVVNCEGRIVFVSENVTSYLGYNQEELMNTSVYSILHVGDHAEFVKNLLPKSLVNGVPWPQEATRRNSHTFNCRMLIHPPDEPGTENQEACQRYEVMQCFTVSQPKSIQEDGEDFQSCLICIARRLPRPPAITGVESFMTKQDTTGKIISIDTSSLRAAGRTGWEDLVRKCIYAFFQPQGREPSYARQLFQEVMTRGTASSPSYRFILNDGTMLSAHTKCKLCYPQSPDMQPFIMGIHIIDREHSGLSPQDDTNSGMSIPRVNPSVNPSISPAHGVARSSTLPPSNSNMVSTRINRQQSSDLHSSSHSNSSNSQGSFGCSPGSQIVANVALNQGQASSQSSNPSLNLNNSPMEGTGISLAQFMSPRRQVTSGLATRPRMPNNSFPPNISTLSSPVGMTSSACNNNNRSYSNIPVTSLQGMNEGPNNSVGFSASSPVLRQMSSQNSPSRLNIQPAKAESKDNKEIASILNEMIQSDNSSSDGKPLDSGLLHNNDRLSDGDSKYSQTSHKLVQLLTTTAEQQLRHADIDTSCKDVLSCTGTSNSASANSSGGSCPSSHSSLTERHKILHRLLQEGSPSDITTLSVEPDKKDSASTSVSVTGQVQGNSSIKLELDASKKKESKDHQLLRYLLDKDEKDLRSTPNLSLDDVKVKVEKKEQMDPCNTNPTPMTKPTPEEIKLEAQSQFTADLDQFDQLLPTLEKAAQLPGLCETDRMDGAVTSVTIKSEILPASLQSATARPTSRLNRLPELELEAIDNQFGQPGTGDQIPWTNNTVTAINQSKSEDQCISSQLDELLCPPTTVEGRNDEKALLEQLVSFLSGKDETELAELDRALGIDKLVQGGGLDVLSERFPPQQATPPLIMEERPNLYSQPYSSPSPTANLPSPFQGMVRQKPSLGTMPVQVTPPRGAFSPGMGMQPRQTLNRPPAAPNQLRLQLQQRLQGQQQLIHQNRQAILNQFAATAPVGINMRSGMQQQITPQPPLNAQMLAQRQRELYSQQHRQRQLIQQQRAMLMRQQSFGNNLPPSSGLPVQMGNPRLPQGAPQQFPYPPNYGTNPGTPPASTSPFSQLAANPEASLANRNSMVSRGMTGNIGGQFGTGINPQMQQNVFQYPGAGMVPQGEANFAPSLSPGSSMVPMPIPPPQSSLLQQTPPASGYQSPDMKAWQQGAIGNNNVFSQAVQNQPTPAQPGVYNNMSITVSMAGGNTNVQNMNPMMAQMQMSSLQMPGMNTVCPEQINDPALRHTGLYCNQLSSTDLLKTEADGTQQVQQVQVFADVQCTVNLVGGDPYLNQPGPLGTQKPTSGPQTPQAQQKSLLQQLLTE
# TRAIL sens C8 – caspase-8 TRAIL sensitization; NB7+C8 cells + TRAIL, ATPlite viability luminescence; hit rate 1% among 360,000; inhibition (viability loss, TRAIL sensitization), % at 10 µM;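 active = compounds causing at least 50% loss of cell viability in the single-dose screen, relative to plate controls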
# * = called active by the depositor; . = no result given.
# The first 12 records, ahead of the listing:
1) Cc1oc(-c2ccc(Cl)cc2)nc1CN1CCCC(C(=O)NCCCN2CCOCC2)C1 (configuration not stated)
2) COc1ccc(NC(=O)COC(=O)C2C3CC4OC(=O)C2C4C3)cc1 (configuration not stated)
3) CC(NC(=O)COC(=O)CCc1nc(=O)c2ccccc2n1C)c1ccccc1 (configuration not stated)
4) Cc1nnc2sc(-c3ccncc3)nn12
5) CCCN(C(=O)CSc1nnnn1C)c1c(N)n(Cc2ccccc2)c(=O)[nH]c1=O
6) CCOC(=O)CC1CCCCN1C(=O)c1ccc2nc(CCOC)oc2c1 (configuration not stated)
7) O=C(COC(=O)c1cc(S(=O)(=O)N2CCCC2)ccc1O)Nc1ccccc1Br
8) CN(CCc1ccccc1)C(=O)c1cccc(NC(=O)Cc2cccc(NC(=O)C3CCN(C(=O)c4ccccc4)CC3)c2)c1
9) COc1cccc2sc(N3CCN(c4nc5ccccc5s4)CC3)nc12
10) O=C1CCCN1CCCNc1nc(NCc2ccccc2)nc2ccsc12

screen / no.	1	2	3	4	5	6	7	8	9	10
LRH-1 inv ag	12	22	-8	10	-8	-14	18	-5	-7	1
NCOA3 inh	12	2	-32	3	2	2	-27	-10	5	8
TWEAK Fn14 block	14	48	-2	-3	3	-9	-1	10	-46	13
KKLEB cytotox	-21	-3	-7	-3	8	6	-7	19	-34	5
CF NFkB block	10	-3	0	-5	-4	-10	6	-20	56*	-11
TROY signal inh	6	-22	-5	8	-11	-9	7	-4	14	23
SRC2 inh	27	-43	-36	-23	17	-41	0	16	14	5
NR2F2 inh	17	9	-3	17	11	13	-8	-8	-7	5
LMP1 NFkB inh	-4	-4	8	-7	1	-3	2	-15	-69	.
SRC1 inh	-7	-14	-41	-6	18	4	-45	-10	-9	-4
TRAIL sens C8	13	-4	10	-1	-9	-2	-5	-1	28	1

11) CCn1nnnc1SCC(=O)Nc1sc(C)c(C)c1C#N
12) Cc1cccc(Nc2nc(OCC#N)nc(N(C)C)n2)c1

screen / no.	11	12
LRH-1 inv ag	6	9
NCOA3 inh	7	0
TWEAK Fn14 block	4	1
KKLEB cytotox	5	-1
CF NFkB block	4	1
TROY signal inh	12	-18
SRC2 inh	22	-24
NR2F2 inh	-2	8
LMP1 NFkB inh	2	-12
SRC1 inh	-3	-9
TRAIL sens C8	-10	-6

# Results (from the top)
1) Cc1oc(-c2ccc(Cl)cc2)nc1CN1CCCC(C(=O)NCCCN2CCOCC2)C1 (configuration not stated)
2) COc1ccc(NC(=O)COC(=O)C2C3CC4OC(=O)C2C4C3)cc1 (configuration not stated)
3) CC(NC(=O)COC(=O)CCc1nc(=O)c2ccccc2n1C)c1ccccc1 (configuration not stated)
4) Cc1nnc2sc(-c3ccncc3)nn12
5) CCCN(C(=O)CSc1nnnn1C)c1c(N)n(Cc2ccccc2)c(=O)[nH]c1=O
6) CCOC(=O)CC1CCCCN1C(=O)c1ccc2nc(CCOC)oc2c1 (configuration not stated)
7) O=C(COC(=O)c1cc(S(=O)(=O)N2CCCC2)ccc1O)Nc1ccccc1Br
8) CN(CCc1ccccc1)C(=O)c1cccc(NC(=O)Cc2cccc(NC(=O)C3CCN(C(=O)c4ccccc4)CC3)c2)c1

screen / no.	1	2	3	4	5	6	7	8
LRH-1 inv ag	12	22	-8	10	-8	-14	18	-5
NCOA3 inh	12	2	-32	3	2	2	-27	-10
TWEAK Fn14 block	14	48	-2	-3	3	-9	-1	10
KKLEB cytotox	-21	-3	-7	-3	8	6	-7	19
CF NFkB block	10	-3	0	-5	-4	-10	6	-20
TROY signal inh	6	-22	-5	8	-11	-9	7	-4
SRC2 inh	27	-43	-36	-23	17	-41	0	16
NR2F2 inh	17	9	-3	17	11	13	-8	-8
LMP1 NFkB inh	-4	-4	8	-7	1	-3	2	-15
SRC1 inh	-7	-14	-41	-6	18	4	-45	-10
TRAIL sens C8	13	-4	10	-1	-9	-2	-5	-1

9) COc1cccc2sc(N3CCN(c4nc5ccccc5s4)CC3)nc12
10) O=C1CCCN1CCCNc1nc(NCc2ccccc2)nc2ccsc12
11) CCn1nnnc1SCC(=O)Nc1sc(C)c(C)c1C#N
12) Cc1cccc(Nc2nc(OCC#N)nc(N(C)C)n2)c1
13) COc1ccccc1N1CCN(CCCCOc2c(OC)cccc2OC)CC1
14) O=C(CN(c1ccc(F)cc1)S(=O)(=O)c1ccc2c(c1)OCCO2)Nc1ccccc1
15) CCOc1ccc2nc(S(=O)(=O)NC(=O)C3(C)CCN3C(=O)c3cccc(F)c3)sc2c1 (configuration not stated)
16) CC(=O)c1c(COC(=O)c2ccco2)nc2ccccc2[n+]1[O-]

screen / no.	9	10	11	12	13	14	15	16
LRH-1 inv ag	-7	1	6	9	20	1	-4	1
NCOA3 inh	5	8	7	0	13	-20	2	-17
TWEAK Fn14 block	-46	13	4	1	2	3	-10	12
KKLEB cytotox	-34	5	5	-1	5	-12	-2	6
CF NFkB block	56*	-11	4	1	-8	-11	-4	3
TROY signal inh	14	23	12	-18	-1	-6	-19	10
SRC2 inh	14	5	22	-24	-15	-18	-32	0
NR2F2 inh	-7	5	-2	8	-11	3	-14	3
LMP1 NFkB inh	-69	.	2	-12	0	-5	.	-8
SRC1 inh	-9	-4	-3	-9	1	-3	-1	0
TRAIL sens C8	28	1	-10	-6	3	-7	-2	-13

17) O=C(Nc1ccc2c(c1)OCCO2)C(CCc1ccccc1)N(Cc1ccccc1)Cc1ccccc1 (configuration not stated)
18) COC(=O)C(NS(=O)(=O)c1cccc(S(=O)(=O)NC(C(=O)OC)c2ccccc2)c1)c1ccccc1 (configuration not stated)
19) CCSc1nnc(NC(=O)Cc2ccc(OC)c(S(=O)(=O)N3CCOCC3)c2)s1
20) O=c1oc2cc(OCc3c(F)c(F)c(F)c(F)c3F)ccc2cc1-c1ccccn1
21) COc1ccc(OCC(O)CNC(=O)Nc2cccc3ccccc23)cc1 (configuration not stated)
22) CCc1cccc2c(C(=O)COC(=O)/C=C/c3ccc(O)c(OC)c3)c[nH]c12
23) CN(C)c1ccc(CC2C(=O)Nc3ccccc32)cc1 (configuration not stated)
24) Cn1c(Oc2ccccc2NCc2cc(Br)ccc2O)cc(=O)n(C)c1=O

screen / no.	17	18	19	20	21	22	23	24
LRH-1 inv ag	10	-18	9	-1	-20	-5	-16	-9
NCOA3 inh	-14	10	10	1	9	22	-27	8
TWEAK Fn14 block	18	17	-3	13	4	7	44	-1
KKLEB cytotox	-5	-4	-4	12	2	-9	1	4
CF NFkB block	1	0	3	2	4	4	4	17
TROY signal inh	-15	3	-1	2	-9	18	-2	-1
SRC2 inh	17	3	-33	-12	-18	-7	-18	9
NR2F2 inh	-11	13	-25	-2	-16	5	-23	0
LMP1 NFkB inh	.	2	4	-5	8	-1	-16	-5
SRC1 inh	20	-15	0	-11	-9	-4	-21	-17
TRAIL sens C8	11	-16	-7	0	-5	6	7	5

25) O=C(CCCCCN1C(=O)[C@@H]2Cc3ccccc3CN2C1=O)NCCc1ccccc1
26) CCOc1ccc(NCc2cccn2-c2nnc(N3CCC(C(=O)NCCCN4CCCCC4C)CC3)s2)cc1 (configuration not stated)
27) Cc1ccccc1Cn1c(Cc2ccccc2)nc2ccccc21
28) CCOC(=O)Cc1csc(NC(=O)Nc2ccc(C)cc2)n1
29) O=C(O)CC/C(=N\Nc1ccccc1[N+](=O)[O-])c1cccs1
30) COC(=O)c1sc2nc3c(c(-c4cccs4)c2c1N)CCCC3
31) N#Cc1ccsc1NC(=O)CN1CCCCC1
32) C/C(N)=C(/C#N)C(=O)COC(=O)c1cc(-c2cccc3ccccc23)nc2ccccc12

screen / no.	25	26	27	28	29	30	31	32
LRH-1 inv ag	-18	-19	0	-6	-26	14	-4	16
NCOA3 inh	-1	-7	25	8	-12	4	3	11
TWEAK Fn14 block	-15	-7	-24	-10	29	7	0	23
KKLEB cytotox	-10	6	4	9	-1	10	8	10
CF NFkB block	9	-20	-29	-3	-7	3	-12	6
TROY signal inh	-8	2	6	-29	48	16	-4	19
SRC2 inh	-11	3	3	-23	.	-11	-2	-21
NR2F2 inh	-4	16	6	-22	.	-1	10	11
LMP1 NFkB inh	-9	-6	-4	0	-12	-5	-11	-9
SRC1 inh	8	-12	2	-22	-34	8	-5	-15
TRAIL sens C8	1	3	-3	28	2	-2	-12	-7

33) O=C(c1cn(-c2ccccc2)nc1-c1cccc([N+](=O)[O-])c1)N1CCCCC1
34) Fc1ccc(CCNc2ncnc3[nH]ncc23)cc1
35) CCCNC(=O)CSc1nnc(-c2ccco2)n1C
36) Cc1ccccc1OCC(=O)Nc1ccc2c(c1)C(=O)N(CCC(=O)O)C2=O
37) C=CC(=O)NC(NC(=O)C=C)c1ccccc1F
38) O=C(/C(=C/c1ccccc1)n1cncn1)c1ccc(Cl)cc1Cl
39) Nc1ccc(-c2ccc(N)c([N+](=O)[O-])c2)cc1[N+](=O)[O-]
40) NC1=NC(=O)/C(=C\c2ccc(-c3ccc(Cl)cc3)o2)S1

screen / no.	33	34	35	36	37	38	39	40
LRH-1 inv ag	8	-13	-1	18	-10	-15	-5	7
NCOA3 inh	5	-3	19	7	19	8	-20	-26
TWEAK Fn14 block	1	7	-12	3	5	32	-55	-48
KKLEB cytotox	-1	-3	8	-8	8	-23	-2	-24
CF NFkB block	-8	33	-5	8	-11	42	-70	-115
TROY signal inh	-11	-26	-21	-6	16	7	-20	-61
SRC2 inh	-5	2	7	8	2	0	-35	-20
NR2F2 inh	5	0	-12	0	11	6	-3	-47
LMP1 NFkB inh	7	20	9	1	-11	2	-3	-24
SRC1 inh	-7	6	-19	-51	6	-9	-23	-39
TRAIL sens C8	-3	4	1	-5	24	7	-11	10

41) O=C(NCCCN1CCCC1=O)Nc1ccccc1Cl
42) COc1ccc(NC(=O)C2CCCN(S(C)(=O)=O)C2)c(OC)c1 (configuration not stated)
43) O=C(NC1=NCCCCC1)c1cccc2ccccc12
44) COc1ccccc1/C=c1\sc2nc(-c3ccco3)nn2c1=O
45) CCCCCC(O)(CCN1CCCCC1)c1ccc(OCC)cc1 (configuration not stated)
46) CCOC(=O)CCC(NC(=O)c1ccccc1C(=O)NC(CCC(=O)OCC)C(=O)OCC)C(=O)OCC (configuration not stated)
47) COc1ccc(N2CCN(C(=O)CCCCn3c(=O)[nH]c4ccsc4c3=O)CC2)cc1
48) Cc1cc(-c2ccccc2)nc(N(C)NC(=O)C(C)(C)C)c1S(C)(=O)=O
49) Cc1cc(Nc2ccc(Br)cc2F)n2ncnc2n1
50) CCCCn1c(N)c(N(CCC(C)C)C(=O)c2c(C)noc2C)c(=O)[nH]c1=O

screen / no.	41	42	43	44	45	46	47	48	49	50
LRH-1 inv ag	21	-1	15	10	1	6	0	0	-13	-15
NCOA3 inh	2	9	11	15	10	0	-5	2	7	-3
TWEAK Fn14 block	1	16	3	11	0	-14	15	5	-14	-4
KKLEB cytotox	-6	-2	6	-4	1	-5	-4	6	-5	-2
CF NFkB block	7	3	10	7	-8	20	-4	0	-19	19
TROY signal inh	2	1	10	2	1	-19	1	-5	7	-25
SRC2 inh	-11	7	7	.	0	-2	-6	11	-32	12
NR2F2 inh	-8	2	-1	.	13	-13	12	2	-15	-3
LMP1 NFkB inh	1	-1	-11	0	-3	2	5	5	0	2
SRC1 inh	7	1	-17	-9	-33	1	-30	-6	-17	-17
TRAIL sens C8	-21	-5	-7	5	19	-4	9	-6	-13	-9
